TcdB GH inh – blocks C. difficile toxin B glycohydrolase activity; P18177; TcdB glycohydrolase enzymatic assay, plate reader; inhibition, % at 9.99 µM; 350,000 tested, 0.24% active; in the data active = inhibition above about 10%
Mtb BioA inh – blocks M. tuberculosis BioA enzyme activity. purified M. tuberculosis BioA enzyme, plate reader. inhibition, % at 9.99 µM. 360,000 tested, 0.096% active; in the data active = inhibition above about 40%
* = called active by the depositor.

SMILES	TcdB GH inh	Mtb BioA inh
CNC[C@@H]1Oc2ccc(NC(=O)Cn3cnnn3)cc2C(=O)N([C@@H](C)CO)C[C@H]1C	1.5	5.8
C[C@@H]1CCCCO[C@@H](CN(C)C(=O)CCCN(C)C)[C@@H](C)CN([C@@H](C)CO)C(=O)c2cc(NC(=O)c3ccccc3)ccc2O1	0.3	2.3
C[C@@H]1CCCCO[C@H](CN(C)C(=O)Nc2ccc(F)cc2)[C@@H](C)CN([C@@H](C)CO)C(=O)c2cc(NC(=O)Nc3ccc(C(F)(F)F)cc3)ccc2O1	-5.2	-0.2
Cc1cc(C(=O)Nc2cccc3c2O[C@@H](CN(C)CC2CCCCC2)[C@H](C)CN([C@@H](C)CO)C3=O)n(C)n1	1.0	-0.4
CCC(=O)N1[C@@H]2Cn3c(ccc(C4=CCCC4)c3=O)[C@H]1[C@@H](C(=O)OC)[C@@H]2CO	-1.3	-3.0
COc1ccc(S(=O)(=O)N(C)C[C@@H]2Oc3ccc(NS(=O)(=O)c4cccs4)cc3CC(=O)N([C@@H](C)CO)C[C@@H]2C)cc1	-12	-3.1
C[C@@H]1CN([C@H](C)CO)C(=O)Cc2cc(NC(=O)Nc3ccc(C(F)(F)F)cc3)ccc2O[C@@H]1CN(C)C(=O)Nc1ccc(C(F)(F)F)cc1	-3.5	-5.1
O=C(Nc1ccc(Cl)cc1)N1C[C@H]2[C@@H](c3ccccc31)[C@H](CO)N2CC1CCCC1	-1.1	2.3
C[C@H](CO)N1C[C@H](C)[C@@H](CN(C)C(=O)c2ccncc2)Oc2ncc(C#CC3CCCCC3)cc2C1=O	1.0	1.2
C[C@H]1CN([C@@H](C)CO)C(=O)c2cc(NC(=O)C3CCCCC3)ccc2O[C@H]1CN(C)Cc1ccc(C(=O)O)cc1	-0.2	7.4
C[C@H]1CCCCO[C@@H](CN(C)Cc2ccc3c(c2)OCO3)[C@@H](C)CN([C@@H](C)CO)C(=O)c2cc(NS(=O)(=O)c3ccc(F)cc3)ccc2O1	-1.1	1.8
O=C(N[C@@H]1CC[C@@H](CCn2cc(C3(O)CCCC3)nn2)O[C@@H]1CO)C1CC1	-0.6	-2.8
COc1ccc(S(=O)(=O)N(C)C[C@@H]2Oc3cc(C#CC4CCCCC4)ccc3S(=O)(=O)N([C@H](C)CO)C[C@@H]2C)cc1	-0.1	-3.5
COC(=O)C(CC#Cc1ccc2c(c1)[C@]1(C(=O)N2)[C@H](C(=O)N2CCN(c3ncccn3)CC2)[C@H]2C(=O)O[C@H](c3ccccc3)[C@H](c3ccccc3)N2[C@@H]1c1ccc(OCCO)cc1)C(=O)OC	0.6	-2.5
Cc1noc(C)c1S(=O)(=O)N(C)C[C@@H]1Oc2ccc(NC(=O)Nc3ccc4c(c3)OCO4)cc2CC(=O)N([C@H](C)CO)C[C@H]1C	0.2	0.7
C[C@H](CO)N1C[C@H](C)[C@H](CN(C)Cc2cccnc2)Oc2ncc(-c3ccc(F)cc3)cc2C1=O	-1.3	4.9
COc1ccc(S(=O)(=O)N(C)C[C@@H]2OCCCC[C@H](C)Oc3ccc(NS(C)(=O)=O)cc3C(=O)N([C@H](C)CO)C[C@@H]2C)cc1	0.7	0.6
CC(C)NC(=O)Nc1ccc2c(c1)C(=O)N([C@@H](C)CO)C[C@H](C)[C@@H](CN(C)S(=O)(=O)c1cn(C)cn1)OCCCC[C@@H](C)O2	-0.5	-3.5
OC[C@@H]1[C@@H](c2ccc(-c3ccc(F)cc3)cc2)[C@@H]2CN(CCC(F)(F)F)CCCCN12	0.1	-2.7
C[C@H]1CCCCO[C@@H](CN(C)C(=O)Nc2ccc3c(c2)OCO3)[C@@H](C)CN([C@@H](C)CO)C(=O)c2cc(NS(C)(=O)=O)ccc2O1	-0.3	2.9
Cc1noc(C)c1NC(=O)Nc1ccc2c(c1)C(=O)N([C@@H](C)CO)C[C@H](C)[C@H](CN(C)Cc1ccc(C(=O)Nc3ccccc3N)cc1)O2	-2.6	-1.0
C[C@@H]1CN([C@@H](C)CO)C(=O)c2cc(C#C[C@@H](C)O)cnc2O[C@H]1CN(C)Cc1cccc(F)c1	-1.5	5.5
Cc1noc(C)c1S(=O)(=O)Nc1ccc2c(c1)C(=O)N([C@@H](C)CO)C[C@H](C)[C@@H](CN(C)CC1CCCCC1)OCCCC[C@@H](C)O2	-3.4	0.8
C[C@@H]1CN([C@H](C)CO)C(=O)c2cc(-c3ccc(C#N)cc3)cnc2O[C@@H]1CN(C)C(=O)c1ccccc1	0.6	-2.9
C[C@@H]1CCCCO[C@H](CN(C)Cc2ccc(Cl)c(Cl)c2)[C@H](C)CN([C@@H](C)CO)C(=O)c2cc(NC(=O)c3ccccc3)ccc2O1	-1.4	-1.5

A section from the list above, as a working copy:
SMILES	TcdB GH inh	Mtb BioA inh
OC[C@@H]1[C@@H](c2ccc(-c3ccc(F)cc3)cc2)[C@@H]2CN(CCC(F)(F)F)CCCCN12	0.1	-2.7
C[C@H]1CCCCO[C@@H](CN(C)C(=O)Nc2ccc3c(c2)OCO3)[C@@H](C)CN([C@@H](C)CO)C(=O)c2cc(NS(C)(=O)=O)ccc2O1	-0.3	2.9
Cc1noc(C)c1NC(=O)Nc1ccc2c(c1)C(=O)N([C@@H](C)CO)C[C@H](C)[C@H](CN(C)Cc1ccc(C(=O)Nc3ccccc3N)cc1)O2	-2.6	-1.0
C[C@@H]1CN([C@@H](C)CO)C(=O)c2cc(C#C[C@@H](C)O)cnc2O[C@H]1CN(C)Cc1cccc(F)c1	-1.5	5.5
Cc1noc(C)c1S(=O)(=O)Nc1ccc2c(c1)C(=O)N([C@@H](C)CO)C[C@H](C)[C@@H](CN(C)CC1CCCCC1)OCCCC[C@@H](C)O2	-3.4	0.8
C[C@@H]1CN([C@H](C)CO)C(=O)c2cc(-c3ccc(C#N)cc3)cnc2O[C@@H]1CN(C)C(=O)c1ccccc1	0.6	-2.9
C[C@@H]1CCCCO[C@H](CN(C)Cc2ccc(Cl)c(Cl)c2)[C@H](C)CN([C@@H](C)CO)C(=O)c2cc(NC(=O)c3ccccc3)ccc2O1	-1.4	-1.5

New compounds follow
SMILES	TcdB GH inh	Mtb BioA inh
O=C(Nc1ccc(F)cc1)N[C@@H]1CC[C@@H](CCn2cc(C3(O)CCCC3)nn2)O[C@@H]1CO	1.4	3.6
C[C@@H]1CN([C@@H](C)CO)S(=O)(=O)c2ccc(C#Cc3ccccc3F)cc2O[C@@H]1CN(C)C	-0.3	0.9
C[C@H](O)C#Cc1cnc2c(c1)C(=O)N([C@H](C)CO)C[C@H](C)[C@@H](CN(C)CC1CCOCC1)O2	-0.1	-2.2
COc1cccc(CNC(=O)C[C@H]2C=C[C@H](NS(=O)(=O)c3ccccc3OC)[C@@H](CO)O2)c1	-1.6	-0.1
COc1ccc(CNC(=O)C[C@@H]2CC[C@@H](NC(=O)c3cccc(F)c3)[C@@H](CO)O2)cc1	1.0	-0.2
COc1cccc(C#Cc2ccc([C@@H]3[C@@H](C#N)N(C(=O)c4ccccn4)[C@H]3CO)cc2)c1	0.7	-1.8
COc1cccc(S(=O)(=O)N[C@@H]2CC[C@@H](CC(=O)NCc3ccccc3)O[C@@H]2CO)c1	0.5	-0.8
CC(C)NC(=O)N(C)C[C@@H]1Oc2ncc(-c3cncnc3)cc2C(=O)N([C@@H](C)CO)C[C@@H]1C	0.5	-3.2
Cc1noc(C)c1S(=O)(=O)Nc1ccc2c(c1)CC(=O)N([C@@H](C)CO)C[C@H](C)[C@@H](CN(C)Cc1ccc(C(=O)O)cc1)O2	0.2	-2.3
C[C@@H]1CCCCO[C@H](CN(C)C(=O)Nc2cccc3ccccc23)[C@@H](C)CN([C@@H](C)CO)C(=O)c2cc(NC(=O)Nc3ccc(F)cc3)ccc2O1	-0.3	-0.3
C[C@@H]1CN([C@@H](C)CO)C(=O)c2cccc(NC(=O)Nc3ccc(F)cc3)c2O[C@H]1CN(C)Cc1ccc(C(=O)O)cc1	0.2	-2.5
CO[C@H]1CN(C)C(=O)c2cc(NC(=O)Nc3c(C)noc3C)ccc2OC[C@H](C)NC[C@H]1C	0.9	2.0
COc1ccc(S(=O)(=O)N(C)C[C@@H]2OCCCC[C@H](C)Oc3ccc(NS(=O)(=O)c4ccc(C)cc4)cc3C(=O)N([C@@H](C)CO)C[C@@H]2C)cc1	-0.2	-2.0
C[C@H](CO)N1C[C@H](C)[C@H](CN(C)CC2CCCCC2)Oc2ccc(NS(=O)(=O)c3ccccc3)cc2CC1=O	-0.6	1.8
C[C@H](CO)N1C[C@H](C)[C@H](CN(C)Cc2ccc3c(c2)OCO3)Oc2ccc(NC(=O)Nc3ccc4c(c3)OCO4)cc2CC1=O	0.9	0.2
CO[C@H]1CN(C)C(=O)c2cc(NC(=O)Nc3ccccc3)ccc2OC[C@@H](C)N(C(=O)Nc2c(C)noc2C)C[C@@H]1C	-2.3	-7.6
COc1ccc(C#Cc2ccc([C@@H]3[C@H](CO)N4CCCCN(C(=O)Nc5ccccc5)C[C@@H]34)cc2)cc1	-6.3	0.0
C[C@H](CO)N1C[C@H](C)[C@H](CN(C)Cc2ccc(-c3ccccc3)cc2)Oc2c(NC(=O)C3CC3)cccc2C1=O	-1.6	-0.8
CC(C)CC#Cc1ccc2c(c1)O[C@@H](CN(C)C(=O)c1ccccc1F)[C@H](C)CN([C@@H](C)CO)S2(=O)=O	-0.5	3.0
C[C@@H]1CCCCO[C@@H](CN(C)S(=O)(=O)c2cn(C)cn2)[C@H](C)CN([C@H](C)CO)C(=O)c2cc(NC(=O)CCC(F)(F)F)ccc2O1	0.1	0.0
C[C@H](CO)N1C[C@H](C)[C@H](CN(C)C(=O)c2ccccn2)Oc2cc(C#CCC3CCCC3)ccc2S1(=O)=O	-0.5	2.4
CN(C)C(=O)[C@H]1[C@H](CO)[C@H]2Cn3c(ccc(C4=CCCCC4)c3=O)[C@@H]1N2Cc1cccnc1	0.0	-1.3
COc1ccccc1NC(=O)N1C[C@H](O)COC[C@H]2O[C@H](CC(=O)NCCc3ccncc3)CC[C@@H]21	0.0	-3.2
Cc1noc(C)c1NC(=O)N(C)C[C@@H]1Oc2ccc(NS(=O)(=O)c3cn(C)cn3)cc2C(=O)N([C@H](C)CO)C[C@H]1C	0.2	-1.4
C[C@H]1CN([C@@H](C)CO)C(=O)c2cccc(NS(=O)(=O)c3cn(C)cn3)c2O[C@@H]1CN(C)Cc1ccccc1	0.3	-1.0
Further compounds:
SMILES	TcdB GH inh	Mtb BioA inh
CNC[C@@H]1Oc2c(NC(=O)c3cc(C)nn3C)cccc2C(=O)N([C@@H](C)CO)C[C@@H]1C	0.3	0.8
C[C@@H]1CN([C@H](C)CO)C(=O)CCCn2cc(nn2)CO[C@@H]1CN(C)C(=O)Oc1cccc2ccccc12	0.2	1.2
C[C@H](CO)N1C[C@H](C)[C@@H](CN(C)S(C)(=O)=O)Oc2ncc(-c3cccnc3)cc2C1=O	0.3	-3.5
CC(C)C(=O)Nc1ccc2c(c1)C(=O)N(C)[C@@H]1CC[C@H](CC(=O)NCc3ccc(F)cc3)O[C@H]1CO2	-0.4	-0.1
O=C(C[C@@H]1CC[C@@H]2[C@H](COC[C@H](O)CN2S(=O)(=O)c2ccc(F)cc2)O1)NCC1CC1	-1.9	-1.4
Cc1noc(C)c1NC(=O)N(C)C[C@H]1Oc2c(NC(=O)c3ccc(-c4nccs4)cc3)cccc2C(=O)N([C@H](C)CO)C[C@H]1C	0.5	-1.5
Cc1noc(C)c1S(=O)(=O)Nc1ccc2c(c1)C(=O)N([C@@H](C)CO)C[C@@H](C)[C@H](CN(C)S(=O)(=O)c1ccc(Cl)cc1)OCCCC[C@@H](C)O2	-0.3	-0.3
C/C=C/c1cnc2c(c1)C(=O)N([C@@H](C)CO)C[C@H](C)[C@@H](CN(C)Cc1cncnc1)O2	-0.1	-4.6
COc1ccc(CN(C)C[C@@H]2Oc3c(NS(=O)(=O)c4ccccc4)cccc3C(=O)N([C@@H](C)CO)C[C@@H]2C)cc1	-0.4	0.6
Cc1cccc(S(=O)(=O)N2C[C@@H]3[C@H](c4ccccc42)[C@H](CO)N3Cc2cccnc2)c1	-0.7	-6.3
C[C@H]1CCCCO[C@H](CN(C)S(=O)(=O)c2ccc(F)cc2)[C@@H](C)CN([C@@H](C)CO)C(=O)c2cc(NC(=O)Nc3ccc(C(F)(F)F)cc3)ccc2O1	0.6	-2.2
C[C@@H]1CN([C@@H](C)CO)C(=O)c2cc(NC(=O)NC3CCCCC3)ccc2O[C@@H](C)CCCCO[C@H]1CN(C)C(=O)Nc1cccc2ccccc12	-0.4	0.9
CO[C@H]1CN(C)C(=O)c2ccc(NS(=O)(=O)c3cccc(F)c3)cc2OC[C@H](C)N(Cc2cc(F)ccc2F)C[C@@H]1C	1.4	0.5
C[C@H]1CN([C@@H](C)CO)C(=O)Cc2cc(NC(=O)Nc3ccccc3)ccc2O[C@@H]1CN(C)S(=O)(=O)c1ccc(F)cc1	0.0	-0.3
COC(=O)[C@H]1[C@H](CO)[C@H]2Cn3c(ccc(-c4ccccc4)c3=O)[C@H]2N1Cc1cccc(F)c1	0.2	31
CNC[C@@H]1OCCCC[C@H](C)Oc2ccc(NC(=O)Nc3c(C)noc3C)cc2C(=O)N([C@@H](C)CO)C[C@H]1C	0.5	-4.4
C[C@@H]1CN([C@H](C)CO)C(=O)c2cc(NS(=O)(=O)c3ccccc3)ccc2O[C@@H](C)CCCCO[C@@H]1CN(C)Cc1ccncc1	-2.0	-0.2
COc1ccc(NC(=O)N(C)C[C@H]2Oc3ccc(NC(=O)Nc4cccc5ccccc45)cc3CC(=O)N([C@@H](C)CO)C[C@H]2C)cc1	0.4	-0.8
C[C@@H]1CN([C@@H](C)CO)S(=O)(=O)c2ccc(C#CCN(C)C)cc2O[C@@H]1CN(C)C(=O)C1CCC1	0.3	-1.2
C[C@H](CO)N1C[C@H](C)[C@H](CN(C)Cc2ccc3c(c2)OCO3)OCc2cnnn2CCCC1=O	0.9	0.1
CN(C)CCCNC(=O)C[C@H]1CC[C@H]2[C@H](COc3ccc(NC(=O)C4CCC4)cc3C(=O)N2C)O1	0.7	2.4

Screens deposited in PubChem BioAssay by Broad Institute.

This is a subset; count on the stated rates, not on these rows.
